H9c2 TAG inh – inhibitors of triacylglycerol accumulation; inhibition, % at 12.5 µM; actives 0.66% (n = 230,000); H9c2 cells, Nile Red lipid (TAG) fluorescence; cells loaded with 200 µM oleic acid;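 active means pattern-corrected inhibition of lipid staining of at least 50% with the nuclear-stain viability signal not falling by more than 50%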;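 further: 0% = DMSO wells and 100% = triacsin C control wells; some results filed as inactive read as strong as hits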
H9c2 TAG inh DAPI viability – recorded beside H9c2 TAG inh, whose call it bears; DAPI nuclei signal change (viability), lower = more cytotoxic, %;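 whole-well DAPI fluorescence read on a plate reader as a viability signal; minus 50 percent equals half of cells still viable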
* hit, by the source's call. Some of the compounds tested. The share of hits here may be higher or lower than overall.

[1] COc1ccc2cc(-c3cc(C(=O)OCC(=O)NC4CCS(=O)(=O)C4)c4ccccc4n3)ccc2c1 (stereo not given)
[2] Cc1cccc(C(=O)Oc2ccc(/C=N/NC(=O)c3cc(O)cc(O)c3)cc2)c1
[3] CC(=O)c1cccc(NC(=O)c2cccc3c(-c4cccnc4)coc23)c1
[4] CCC1NC(=O)c2cc3ccccc3cc2-n2c1nc1ccc(OC)cc1c2=O (stereo not given)
[5] O=C(Nc1cccc(NC(=O)C2C3CC4OC(=O)C2C4C3)c1)c1ccccc1 (stereo not given)
[6] Cc1cc2c(c(N)n1)c(=O)oc1ccccc12

Assay by compound,1,2,3,4,5,6
H9c2 TAG inh,14.1,-3.4,9.9,8.0,2.9,-8.6
H9c2 TAG inh DAPI viability,81.7,-4.2,-14.2,-4.3,-1.6,21.4

[7] Cc1ccc(CNC(=O)C2CCC(=O)N(CCc3ccc(Cl)cc3)C2)s1 (stereo not given)
[8] O=C1OCc2cc(-n3cccc3)ccc21
[9] CC1=C(C(=O)N2CCCC(C(=O)c3cccc(C(F)(F)F)c3)C2)OCCO1 (stereo not given)
[10] COCC(C)NC(=O)CCSc1nc(-c2ccc(OC)cc2)cc(C(F)(F)F)n1 (stereo not given)
[11] COc1ccc(CCNC(=O)C(=O)NCCC2CCCCN2S(=O)(=O)c2ccccc2)cc1 (stereo not given)
[12] O=C1NC2(CCCCCC2)N=C1c1ccc(Br)cc1

Assay by compound,7,8,9,10,11,12
H9c2 TAG inh,-8.4,19.6,-4.8,7.1,-3.5,4.7
H9c2 TAG inh DAPI viability,7.6,-7.1,-0.5,11.4,-4.4,-4.4

Next part; the last 2 above are carried over.
[11] COc1ccc(CCNC(=O)C(=O)NCCC2CCCCN2S(=O)(=O)c2ccccc2)cc1 (stereo not given)
[12] O=C1NC2(CCCCCC2)N=C1c1ccc(Br)cc1
[13] CCOC(=O)C(=CNc1ccc(NC2=NCC(C)(C)S2)cc1)C(=O)OCC
[14] O=C(COC(=O)c1n[nH]c2ccccc12)Nc1ccc(Cl)cc1[N+](=O)[O-]
[15] Cc1ccc(-c2nnc(N3CCN(C(=O)COc4cccc(C)c4)CC3)c3ccccc23)cc1
[16] CCN(CC)C(=O)CSc1nc2ccccc2o1
[17] C=CCn1c(CCC(O)COCCCCC)n[nH]c1=S (stereo not given)
[18] CC(NC(=O)C1CCCN1S(=O)(=O)c1cccc2cccnc12)c1ccccc1 (stereo not given)

Assay by compound,11,12,13,14,15,16,17,18
H9c2 TAG inh,-3.5,4.7,-0.3,2.4,2.4,11.6,-1.7,0.6
H9c2 TAG inh DAPI viability,-4.4,-4.4,6.0,-1.8,-2.3,-4.8,0.6,-0.4

[19] O=C(COC(=O)[C@H](Cc1ccccc1)N1C(=O)c2ccccc2C1=O)Nc1ccc2c(c1)OCO2
[20] O=C(CCC(=O)N1CCOc2ccccc21)NCCN1CCOCC1
[21] O=C(O)CCN1C(=O)c2ccc(NC(=O)C(c3ccccc3)c3ccccc3)cc2C1=O
[22] CC(=O)c1cc(C(=O)Nc2ccccc2C(=O)O)oc1C
[23] CCCn1nc(C(=O)Nc2cccc(S(=O)(=O)N(C)c3ccccc3)c2)c2ccccc2c1=O
[24] C[C@H](NC(=O)c1nc[nH]c1C(=O)NCCCCCN)C(=O)OCc1ccccc1

Assay by compound,19,20,21,22,23,24
H9c2 TAG inh,-9.1,0.2,1.3,6.9,5.0,-31.0
H9c2 TAG inh DAPI viability,13.6,-1.8,-2.2,11.3,6.6,33.9

Reprinted at random: 2 entries already listed, in no set order.
[22] CC(=O)c1cc(C(=O)Nc2ccccc2C(=O)O)oc1C
[21] O=C(O)CCN1C(=O)c2ccc(NC(=O)C(c3ccccc3)c3ccccc3)cc2C1=O

Assay by compound,22,21
H9c2 TAG inh,6.9,1.3
H9c2 TAG inh DAPI viability,11.3,-2.2

(listing goes on)
[25] O=C(Nc1ccc(S(=O)(=O)Nc2ncccn2)cc1)C1=NN(c2ccccc2)C(=O)CC1
[26] Cc1ccc(-c2cc(-c3cccc(F)c3)n[nH]2)c(O)c1
[27] COc1cccc(NS(=O)(=O)c2cc3c(cc2C)N(C(C)=O)CCO3)c1
[28] CC(OC(=O)Cn1cnc2ccccc2c1=O)C(=O)NCc1ccccc1 (stereo not given)
[29] CCc1ccccc1NC(=O)CCC(=O)c1cccs1
[30] O=C(O)C1OCC2(CO1)COC(C(=O)O)OC2 (stereo not given)

Assay by compound,25,26,27,28,29,30
H9c2 TAG inh,1.5,-14.1,8.9,3.5,5.2,-3.0
H9c2 TAG inh DAPI viability,-2.8,3.6,-7.5,4.7,-1.6,-6.6

Record cards, from the list above. Order of screens: H9c2 TAG inh	H9c2 TAG inh DAPI viability
O=C(O)C1OCC2(CO1)COC(C(=O)O)OC2 (stereo not given) in the list: -3.0	-6.6
COc1cccc(NS(=O)(=O)c2cc3c(cc2C)N(C(C)=O)CCO3)c1 in the list: 8.9	-7.5
Cc1ccc(-c2cc(-c3cccc(F)c3)n[nH]2)c(O)c1 in the list: -14.1	3.6
O=C(Nc1ccc(S(=O)(=O)Nc2ncccn2)cc1)C1=NN(c2ccccc2)C(=O)CC1 in the list: 1.5	-2.8

Further results follow.
[31] O=C(CCCn1c(=O)[nH]c2cc(Cl)ccc2c1=O)NCC1CCCO1 (stereo not given)
[32] Cc1cccc(C(=O)N2CCN=C2SCc2ccc([N+](=O)[O-])cc2)c1
[33] O=C(O)CC(NC(=O)Cc1ccc([N+](=O)[O-])cc1)c1ccc2c(c1)OCO2 (stereo not given)
[34] Cc1ccc(NC(=O)c2cc(N3C(=O)CCC3=O)ccc2N2CCOCC2)cc1
[35] CCNC(=O)C1(C)CCN(C(=O)c2cc(OC)c(OC)c(OC)c2)C1 (stereo not given)
[36] Cc1cc(C)c2c(=O)[nH]c(SCC(=O)Nc3ccccc3)nc2n1

Assay by compound,31,32,33,34,35,36
H9c2 TAG inh,-6.5,-7.4,-3.1,-5.6,13.2,-12.0
H9c2 TAG inh DAPI viability,0.1,1.0,-5.6,-4.2,-9.4,-1.5

[37] COc1ccc(-c2cc3nc(-c4ccccc4)cc(N4CCN(C(=O)c5ccccc5)CC4)n3n2)cc1
[38] CC(C)N1CCN(Cc2cccn2-c2ccccn2)CC1CCO (stereo not given)
[39] COCCNC(=O)NC(=O)CSc1nc(C)c(C)c(C)n1
[40] CC1(C(=O)OCc2cc(=O)n3cc(Br)ccc3n2)CC1(Cl)Cl (stereo not given)
[41] CCCCN(C(=O)CSc1nnnn1C)c1c(N)n(Cc2ccccc2)c(=O)[nH]c1=O
[42] Clc1ccsc1-c1ccnc(-n2cccc2)n1

Assay by compound,37,38,39,40,41,42
H9c2 TAG inh,52.3*,7.0,-10.3,3.4,4.5,3.7
H9c2 TAG inh DAPI viability,88.5*,-11.2,5.8,1.5,-0.9,2.3

[43] O=C(CN1C(=O)COc2ccccc21)N1CCc2ccccc2C1
[44] COc1ccc(-c2cc3nc(NCCCN(C)C)n(C)c(=O)c3s2)c(C)c1
[45] Cc1cc(N2CCN(c3ccccc3F)CC2)nc2cc(O)ccc12
[46] Cc1ccccc1CC(=O)Nc1ccc2c(c1)c(=O)n(C)n2-c1cccs1
[47] O=C(COc1coc(CN2CCc3ccccc32)cc1=O)Nc1cccc(F)c1
[48] CCOC(=O)C(=O)Cc1nc(OCc2ccccc2)cc(OCc2ccccc2)n1

Assay by compound,43,44,45,46,47,48
H9c2 TAG inh,-13.0,21.8,-4.4,1.0,-6.7,-10.2
H9c2 TAG inh DAPI viability,5.0,10.2,3.8,-3.4,0.7,-3.5

[49] CCc1nc2c(OCc3ccc4c(c3)OCO4)cccn2c1N(C=O)Cc1ccc(OC)cc1
[50] CCOc1ccc(N(CC(=O)Nc2ccc(OC)cc2)C2=NC3CS(=O)(=O)CC3S2)cc1 (stereo not given)
[51] C=CCC(NCc1ccccc1)c1ccc(Cl)cc1 (stereo not given)
[52] O=C(CSc1nncs1)NC(=O)Nc1ccc2c(c1)OCCO2
[53] CC(C)[C@H](NC(N)=O)C(=O)NNC(=O)COc1cccc(C(F)(F)F)c1
[54] CC1(C(=O)NS(=O)(=O)c2cccc(C#N)c2)CCN1C(=O)Cc1ccccc1 (stereo not given)

Assay by compound,49,50,51,52,53,54
H9c2 TAG inh,-40.7,0.4,-4.2,-8.4,-6.9,1.3
H9c2 TAG inh DAPI viability,-0.1,8.3,7.5,-5.2,2.8,12.0

[55] Cc1cc(Cl)nc(-n2nc(C)cc2C)n1
[56] CN1/C(=C\C=Nc2ccccc2)C(C)(C)c2ccccc21
[57] COC(=O)CCCn1c(C)cc(C(=O)CCl)c1C
[58] COc1ccc(C(=O)N/N=C2\CCS(=O)(=O)c3ccc(F)cc32)cc1OC
[59] COC(=O)c1cccc(NC(N)=S)c1
[60] COc1ccc(S(=O)(=O)CCC(=O)N2CCN(c3ccc(F)cc3)CC2)cc1

Assay by compound,55,56,57,58,59,60
H9c2 TAG inh,2.2,-72.1,4.2,29.6,16.3,-11.5
H9c2 TAG inh DAPI viability,6.9,-3.8,-0.7,-25.0,-1.8,3.3

[61] FC(F)Oc1ccc(C2=Nn3c(nnc3-c3ccccc3Cl)SC2)cc1OCC1CC1
[62] NNC(=S)NCc1ccccc1
[63] CCc1ccc(C2NC(=S)NC3=C2C(=O)N(c2ccccc2OC)C(c2ccc(CC)cc2)N3)cc1 (stereo not given)
[64] Cn1ncc2c(NCCc3ccccc3)nc(Cl)nc21
[65] Cc1ccc(S(=O)(=O)N(C)C[C@@H]2OCc3cnnn3CCCC(=O)N([C@@H](C)CO)C[C@H]2C)cc1
[66] COc1ccc(N)cc1NC(=O)CN1CCCC1

Assay by compound,61,62,63,64,65,66
H9c2 TAG inh,4.9,-12.3,30.2,-12.5,2.0,-8.1
H9c2 TAG inh DAPI viability,-5.2,1.8,2.8,-2.1,-1.6,-2.4

[67] O=C(COC(=O)c1cc(=O)[nH]c2ccccc12)NCc1ccc(Cl)cc1
[68] CN(CC1CCCCO1)C(=O)c1cc(COc2ccc(F)cc2Cl)on1 (stereo not given)
[69] O=[N+]([O-])c1ccccc1N/N=C1\CC2CC=CC12 (stereo not given)
[70] CCn1c(C)cs/c1=N\S(=O)(=O)c1ccccc1
[71] CCCN1C2=NCCN2c2ccccc21
[72] CCCn1c(-c2ccc(OC)cc2)nc2ccccc21

Assay by compound,67,68,69,70,71,72
H9c2 TAG inh,-9.4,-5.3,12.1,18.2,-7.7,-44.6
H9c2 TAG inh DAPI viability,1.4,4.5,-6.0,4.1,-8.4,9.0

Reformatted with tabs: part of the list above
nr	SMILES	H9c2 TAG inh	H9c2 TAG inh DAPI viability
68	CN(CC1CCCCO1)C(=O)c1cc(COc2ccc(F)cc2Cl)on1 (stereo not given)	-5.3	4.5
69	O=[N+]([O-])c1ccccc1N/N=C1\CC2CC=CC12 (stereo not given)	12.1	-6.0

New compounds follow.
[73] CCOC(=O)c1cnc2c(-c3ccccc3)cnn2c1N
[74] C[C@@H](C(=O)CC(=O)OC(C)(C)C)[C@@H](O)c1ccccc1
[75] COc1cccc2c1OCC([C@@H]1C[C@H]3CN(Cc4cccc(Cl)c4)C(=O)[C@]34CCCN14)=C2
[76] CCN(CC)S(=O)(=O)c1cc(-c2nnc(-c3ccc(Br)cc3)o2)ccc1Cl
[77] COc1cc2ccc(-c3ccc4ccccc4n3)cc2cc1OC
[78] CCSc1oc(-c2cccs2)nc1S(=O)(=O)c1ccccc1

Assay by compound,73,74,75,76,77,78
H9c2 TAG inh,5.0,-6.9,15.8,-4.9,4.3,-19.2
H9c2 TAG inh DAPI viability,12.0,-8.0,-17.9,7.5,24.0,-10.8

[79] Cc1ccc(N2C(=O)c3cccc4c(N)ccc(c34)C2=O)c2cccnc12
[80] Cc1cccc(CC(=O)Nc2ccc(C(=O)N3CCCCC3)cc2)c1
[81] CCc1cccc(C)c1NC(=O)COC(=O)c1cc([N+](=O)[O-])ccc1N1CCOCC1
[82] Cc1ccc(S(=O)(=O)N(C)C)cc1NC(=O)CN1c2cccc3cccc(c23)S1(=O)=O
[83] CCN(CC)c1ccc(CNCc2cccs2)cc1
[84] Cc1cc(NC2CCCCC2)nc(-c2ccccc2O)n1

Assay by compound,79,80,81,82,83,84
H9c2 TAG inh,-252.8,-16.7,-9.4,15.4,1.2,-2.3
H9c2 TAG inh DAPI viability,-33.6,5.9,-2.0,-8.7,4.7,28.2

[85] Cc1onc(-c2ccccc2)c1C(=O)N1CCN(c2ccccc2)CC1
[86] O=C(/C(N=Nc1cccc(C(F)(F)F)c1)=C(/O)c1cccs1)C(F)(F)F
[87] COc1ccc(OC)c(-c2csc(NC(=O)c3ccc(OCC4CCCO4)cc3)n2)c1 (stereo not given)
[88] CN(C)c1nc2n(c(=S)n1)CCS2
[89] CC(=O)Nc1ccccc1Nc1cc(C#N)c(C#N)cc1[N+](=O)[O-]
[90] O=C1CC(c2ccc(F)cc2)Cc2nc(N3CCOCC3)ncc21 (stereo not given)

Assay by compound,85,86,87,88,89,90
H9c2 TAG inh,2.1,4.6,-6.2,-1.6,-28.2,9.3
H9c2 TAG inh DAPI viability,-1.3,2.9,-0.5,-6.6,9.6,-1.5

[91] C=CC[C@@H](CC(=O)N(CCO)Cc1ccccc1)C(=O)N[C@H](COC(=O)[C@@H](CC=C)Cc1ccc(F)cc1)Cc1c[nH]c2ccccc12
[92] CN(CCCN1CCOCC1)C(=O)c1ccc2nc(Cc3cccc(Cl)c3)oc2c1
[93] CCC(C(=O)OCC(=O)Nc1ccc(F)cc1)c1ccccc1 (stereo not given)
[94] COc1ccc(S(=O)(=O)NCC2CCCO2)c(Cl)c1Cl (stereo not given)
[95] COCCn1nc2cc(C(=O)NCc3cc(C(F)(F)F)cc(C(F)(F)F)c3)ccc2c1OC
[96] COc1ccccc1C(=O)NC(=O)COC(=O)c1nc2nc(C)cc(C)n2n1

Assay by compound,91,92,93,94,95,96
H9c2 TAG inh,61.8*,-7.2,-4.6,-18.2,-10.7,-5.5
H9c2 TAG inh DAPI viability,-4.2*,10.6,6.1,-5.0,12.9,-1.7
